Screens from PubChem.
RGS4 inh – human RGS4 inhibition; Transcreener GDP fluorescence polarization, RGS4-accelerated GTP hydrolysis; Potency, µM (titrated, usually from 114 µM), without a hit: at the highest dose activity change, negative = inhibition, most hits filed as inhibitors; 390,000 compounds, 0.039% hits; AID 504845; also: potency is read from the fitted curve at half-maximal effect; % is scaled to controls: 0 for no effect and ±100 for the full control effect; nearly all actives have a fitted effect of over 75% in size; some results filed as inactive show a strong effect at the top dose
Target sequence (P49798 whole entry, looked up): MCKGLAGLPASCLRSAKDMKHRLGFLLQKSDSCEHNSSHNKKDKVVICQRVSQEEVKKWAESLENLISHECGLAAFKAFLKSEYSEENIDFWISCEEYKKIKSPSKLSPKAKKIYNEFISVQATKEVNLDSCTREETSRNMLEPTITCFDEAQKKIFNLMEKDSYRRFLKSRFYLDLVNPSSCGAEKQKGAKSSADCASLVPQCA
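MLSMR compounds (23 nl, pin-transferred) preincubated 10 min at room temperature with a 500nM (2x) first reagent, then RGS4 at 900nM (2x) plus Transcreener GDP mix added; fluorescence polarization (620/688 nm) read before and after 90 min at 30 °C.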
Vif-APOBEC3F blk – inhibitors of Vif-A3F interaction; Potency, µM (top dose mostly 46.1 µM), for inactives: at the top dose activity, negative = active; 390,000 compounds, 0.2% hits; HeLa A3F-eYFP + Vif (tagged APOBEC3F with the HIV-1 protein that degrades it), YFP fluorescence increase; also: potency is read from the fitted curve at half-maximal effect; % of control where 0% means no effect; nearly all actives have a fitted effect of over 65% in size
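HeLa cells stably expressing Vif plus C-terminally eYFP-tagged A3F were seeded, incubated overnight at 37 deg C, dosed with compound, incubated overnight again at 37 deg C. Yellow fluorescence (Ex 488/Em 500-530) reported blocked Vif-mediated A3F-eYFP degradation.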
ALOX12 inh – blocks human arachidonate 12S-lipoxygenase; 580,000 compounds, 1.1% hits; P18054; AID 1671190; Potency, µM (highest dose often 108 µM), without a hit: at the top dose activity change, negative = inhibition, most hits filed as inhibitors; purified 12hLO, xylenol orange hydroperoxide absorbance; also: potency is read from the fitted curve at half-maximal effect; % is scaled to controls: 0 for no effect and ±100 for the full control effect
Target sequence (P18054 whole entry, looked up): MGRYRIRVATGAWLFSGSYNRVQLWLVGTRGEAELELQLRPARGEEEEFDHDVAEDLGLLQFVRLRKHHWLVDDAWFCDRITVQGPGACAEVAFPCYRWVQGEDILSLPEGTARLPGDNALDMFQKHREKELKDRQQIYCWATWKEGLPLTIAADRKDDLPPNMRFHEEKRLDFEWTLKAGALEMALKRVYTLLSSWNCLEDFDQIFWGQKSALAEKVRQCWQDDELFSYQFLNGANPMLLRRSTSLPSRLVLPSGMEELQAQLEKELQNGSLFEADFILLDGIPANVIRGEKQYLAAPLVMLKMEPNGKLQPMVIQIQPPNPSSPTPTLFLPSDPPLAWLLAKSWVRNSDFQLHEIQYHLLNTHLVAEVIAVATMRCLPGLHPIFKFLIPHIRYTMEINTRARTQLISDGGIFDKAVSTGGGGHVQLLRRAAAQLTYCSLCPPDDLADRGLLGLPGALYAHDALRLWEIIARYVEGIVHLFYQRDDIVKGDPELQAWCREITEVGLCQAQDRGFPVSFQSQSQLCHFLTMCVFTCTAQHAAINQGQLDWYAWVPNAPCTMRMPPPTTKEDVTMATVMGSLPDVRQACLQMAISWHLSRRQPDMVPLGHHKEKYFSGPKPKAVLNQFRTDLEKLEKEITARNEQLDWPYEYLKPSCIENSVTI
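Purified human 12hLO at 150 nM in 25 mM Hepes, 0.01% Triton X-100, pH 7.0, preincubated 15 min at room temperature with compound. Reaction started with 40 uM arachidonic acid, 30 min at room temperature. Hydroperoxide measured by Fe-xylenol orange, 573/405 nm absorbance ratio.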
Vif-A3G inh – Vif-A3G binding inhibition; HeLa A3G-eYFP + Vif (tagged APOBEC3G with the HIV-1 protein that degrades it), YFP fluorescence, overnight; Potency, µM (highest dose often 46.1 µM), for inactives: at the highest dose activity, negative = active, hits mostly inhibitors; 410,000 compounds, 0.076% hits; AID 602310;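 also: potency is read from the fitted curve at half-maximal effect; % is scaled to controls: 0 for no effect and ±100 for the full control effect; nearly all actives have a fitted effect of over 60% in size; hits raise eYFP signal because A3G escapes Vif-driven loss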
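Read-out is eYFP fluorescence (Ex 488/Em 500-530) from Vif-expressing HeLa A3G-eYFP cells; more signal means A3G escaped Vif-mediated degradation. Cells plated overnight, compound pinned in, incubated overnight at 37 deg C.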
ERG-DNA inh – inhibitors of human ERG Ets domain-DNA interaction | P11308 | fluorescence polarization, His-ERG Ets domain / labelled DNA | Potency, µM (top dose mostly 76.9 µM), inactives show top-dose FP activity, negative = inhibition, usual class: inhibitors | 370,000 compounds, 0.028% hits | AID 624246; active = well fitted inhibition curve with a large enough effect in the polarisation, with a control signal flat; inconclusive = small, poorly fitted or top-dose-only effect, or effect the other way, or a change in a side signal; inactive = no such curve, though single readings can be large or run the other way; the % refers to the polarisation;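 also: polarization taken with two DNA probes labelled with fluorescein and Texas red; potency is read from the fitted curve at half-maximal effect; % of control where 0% means no effect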
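His-tagged ERG Ets domain (1 uM in the protein solution; 300mM KCl, 50mM Tris-HCl, 1mM EDTA, 1mM DTT, pH 7.5) received compound, then a probe mix of 5 nM fluorescein-DNA and 100nM Texas-615-DNA. Fluorescence polarization was read for both dyes.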
D2 agonist – activates the human D2 dopamine receptor. P14416. HEK293 T-REx D2 cells, calcium flux agonist mode. activation, % at 2 µM. 340,000 compounds, 0.53% hits. AID 485358;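 active = activation over 3 SD above normal in the single-dose calcium agonist read, cut at about 30% in these data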; also: 0% is about no effect
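Tetracycline-induced HEK293 Trex cells with D2 receptor force-coupled to calcium signaling, plated overnight at 30 C and loaded with no-wash calcium dye. Calcium flux read kinetically for 180 s after compound addition; responses flag agonists.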
D2 antagonist – antagonizes the human D2 dopamine receptor; 340,000 compounds, 2% hits; inhibition, % at 10 µM; HEK293 TREx D2 cells, calcium flux, dopamine EC80; AID 485344; in the data active = inhibition above about 30%; also: 0% is about no effect
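Tetracycline-induced HEK293 TREx cells expressing D2 receptor forced-coupled to calcium signalling, loaded with no-wash calcium dye. Compounds added and calcium flux read 180 s, then dopamine added at EC80 and read a further 180 s.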
Glioma ERSR ind – inducers of ER stress response in human glioma cells. U87-MG GRP78 promoter luciferase reporter, 16 h. Potency, µM, inactives show top-dose activation, hits mostly activators. 420,000 compounds, 0.02% hits. AID 602332; also: potency is read from the fitted curve at half-maximal effect; series mostly up to about 76 µM; % of control where 0% means no effect; nearly all actives have a fitted effect of over 35% in size
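Stably transfected U87-MG human glioma cells carrying a GRP78-based luminescent sensor were seeded at 1000 cells/well, pin-dosed with compounds and incubated 16 h. Luciferase reagent was then added, and end-point luminescence was read after 10 min at room temperature.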
LDHA inh – inhibitors of human lactate dehydrogenase A. P00338. purified LDHA, NADH/diaphorase-resazurin fluorescence; active compounds read low. activity change, % (values are at about 110 or 230 µM). 480,000 compounds, 0.15% hits. AID 1347041; in the data active = activity change below about -30%; inconclusive = mostly about -25% to -30%;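 also: plate controls were DMSO wells for no effect and wells without enzyme for full effect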
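Human LDH5 (2 nM) was incubated with 0.06 mM NADH and 0.2 mM pyruvate for 5 min at room temperature in Tris pH 7.4. Remaining NADH was coupled through diaphorase/resazurin, and resorufin fluorescence was read at 0 and 20 min.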
An asterisk follows results filed as active; i = inactive; ? = inconclusive; · = not tested or not shown; & = joins results of further samples; [ ] = dose if it differs, or a comment. Unless noted, calls follow the shape of the dose curve; as a rule, active = well fitted curve in the direction sought with a large enough effect; inconclusive = small, poorly fitted or top-dose-only effect, or another doubt; inactive = no such curve, though single readings can be large; an effect the other way counts as inactive or inconclusive.

SMILES | RGS4 inh | Vif-APOBEC3F blk | ALOX12 inh | Vif-A3G inh | ERG-DNA inh | D2 agonist | D2 antagonist | Glioma ERSR ind | LDHA inh
NC(=O)CC[C@@H]1NC(=O)[C@@H]2CCCN2C(=O)c2cc([N+](=O)[O-])cc(F)c2NCCC[C@@H](C(N)=O)NC1=O | -7.3% | 3.6% | -19.5% | 7.5% | 10.0% | -0.6 | -12.0 | -5.0% | 1.5
COC(=O)c1ccccc1NC(=O)c1nc2nc(C)cc(C(F)F)n2n1 | 15.1% | -0.6% | i | -2.8% | 3.8% | 0.1 | 23.2 | -1.3% | -11.1
O=C(O)c1ccc(CSc2nnc(-c3ccccc3Br)o2)cc1 | 8.9% | 0.2% | 7.4% | -8.2% | 3.2% | 0.8 | 1.4 | -1.6% | -4.9
CCOc1ccccc1N(CC(=O)Nc1ccccc1C(=O)N1CCOCC1)S(C)(=O)=O | -17.4% | 3.7% | 0.0% | 4.5% | -2.1% | 0.9 | 27.7 | -4.7% | 0.7
Cc1ccc[n+](CC(=O)N2CCCCC2)c1C | 0.0% | -1.8% | 1.1% | 4.5% | 8.2% | -0.9 | 5.2 | -2.0% | 8.8
CNC(=O)CCCN1C(=O)c2cccnc2Sc2ccccc21 | -16.5% | -5.8% | 1.6% | 0.2% | 0.0% | -0.2 | · | -0.9% | -7.7
Cc1cccc(N2CCN(C(=O)c3c(C)oc4ncnc(N5CCCCC5)c34)CC2)c1C | -15.7% | -1.2% | -17.0% | 3.3% | 3.1% | -0.3 | · | -2.4% | -1.2
Cc1ccc(CNc2ccc(N3CCN(C)CC3=O)cc2)cc1 | 18.8% | -6.8% | ? | 2.4% | · | · | · | 2.9% | 9.1
COC(=O)C1=C(c2ccccc2)c2ccccc2S(=O)(=O)N1CC(=O)Nc1ccccc1Cl | -2.4% | 3.9% | -21.2% | 2.2% | -6.4% | 0.8 | · | -0.4% | -4.4
CN(CCCNC(=O)CSc1cc(=O)n(C)c2cc(Cl)ccc12)Cc1ccccc1 | 22.3% | 14.1% | ? | 4.7% | -2.0% | 0.5 | -10.9 | 0.4% | -6.4
CC(=O)Oc1ccc2ccc3ccc(C(C)=O)cc3c2c1 | -6.0% | ? | -6.1% | 0.9% | -3.9% | · | · | 2.5% | -8.0
N#Cc1ccc(CSc2nnc(-c3ccccc3)n2Cc2ccco2)cc1 | -13.4% | -0.7% | 2.5% | -2.2% | -0.1% | -0.6 | -2.1 | -2.9% | -4.9
CCOC(=O)C1=CCN(S(=O)(=O)c2ccccc2F)C1c1ccccc1 (centres undefined) | · | · | 5.1% | -3.0% | · | · | · | -1.2% | -6.3
COc1ccc(N(CC(=O)NCc2ccc(F)cc2)C(=O)c2snc(C(N)=O)c2N)cc1 | -13.2% | 0.2% | -36.3% | -5.6% | -5.3% | -0.3 | -19.5 | -1.6% | -8.4
O=C(Nc1cc(F)c(Br)cc1F)c1ccc(Cl)cc1 | 6.1% | -2.3% | 0.0% | 2.7% | -17.2% | 0.4 | -7.7 | 6.5% | -1.0
O=C(/C=C1\SC(=O)NC1=O)Nc1ccc(C(=O)O)cc1 | 21.5%[11.4 µM] | 1.9% | -25.6% | -3.4% | 0.1% | 0.8 | 5.8 | -2.0% | -4.3
CCCC(=O)Nc1ccc2c(c1)nc(CCN1CCCCC1)n2C | -2.3% | 13.3% | ? | -3.6% | 1.8% | -1.3 | 10.2 | -7.4% | -4.4
O=C(NC1CCCC1)C(c1ccncc1)N(Cc1ccccc1F)C(=O)c1csnn1 (centres undefined) | -2.3% | -2.6% | -9.3% | -3.2% | -2.7% | -2.8 | 10.1 | -1.6% | -4.7
Fc1cccc(CSc2ccc(-c3cccs3)nn2)c1 | 2.4% | 0.3% | 37.0%&-22.6%[activator] | 6.1% | -3.3% | 0.7 | · | 4.5% | -1.6&-10.9
O=C(COC(=O)c1cc2c(s1)CCCC2)Nc1ccc(Cl)cn1 | -3.1%[11.4 µM] | 1.0% | -9.6% | -8.5% | 9.6% | -0.4 | 16.9 | -2.8% | -2.4
Cc1cc2nc(-c3ccccc3)c(Cc3ccccc3)n2c(C)c1Br | · | · | -10.5% | -5.5% | · | · | · | 1.1% | -3.7
CC(C)(C)C1CCc2nc(NC(=O)Cc3ccc(Cl)cc3)sc2C1 (centres undefined) | -13.9% | ? | ? | -10.0% | -2.2% | · | · | 7.7% | 4.5
CCOC(=O)N1CCC(NC(=O)c2cc(-c3ccc(OC)cc3)nc3ccccc23)CC1 | -9.6% | 2.7% | -2.3% | -5.3% | 0.8% | · | · | -0.7% | -4.5
COc1cccc(CNC(=O)C2CCC(CNS(=O)(=O)c3cccc4cccnc34)CC2)c1 (centres undefined) | -12.7% | 11.3% | -0.4% | 0.7% | 11.0% | 0.9 | -9.0 | -4.9% | -7.0
COc1cc(NS(=O)(=O)c2ccc3c(c2)NC(=O)CO3)cc(OC)c1 | -34.7% | 0.1% | 5.6% | 4.4% | 1.7% | 0.8 | -8.1 | -5.7% | -6.3
CCCn1c(C(C)NC(=O)c2ccccc2)nc2ccccc21 (centres undefined) | -8.7% | -3.2% | 2.4% | -0.1% | · | -1.3 | -11.5 | -3.3% | -1.9
CN(C)CCNC(=O)c1cccc(-c2cnc3c(NC=O)cc(-c4cccs4)cn23)c1 | · | · | -3.2% | -7.9% | · | · | · | -4.0% | -0.7
CSc1ccc(COC(=O)c2cc([N+](=O)[O-])ccc2N2CCOCC2)cc1 | -29.4% | -29.5% | -23.6% | -27.0% | -6.1% | 0.8 | 11.9 | -3.9% | -0.8
O=C(CSCc1ccccc1Cl)NN1C(=O)c2ccccc2C1=O | 15.3% | 0.3% | -20.8% | 0.6% | -7.3% | 0.4 | 10.0 | -3.4% | -7.4
Cc1ccc(C)c(NS(=O)(=O)c2cc(C(=O)Nc3ccccc3-c3ccccc3)ccc2C)c1 | 10.6% | -0.9% | -9.3% | 6.7% | 5.0% | -0.3 | -9.4 | -1.9% | 7.0
CCCn1c(=N)n(CCOc2ccc(OC)cc2)c2ccccc21 | -0.4%[11.4 µM] | 3.0% | 5.0% | 4.7% | 0.7% | -0.1 | 2.1 | -9.2% | -2.5
O=C(O)c1cccc(N2C(=O)CSC2=S)c1 | -54.0% | -3.7% | 0.0% | 2.9% | 100.3%[activator] | -1.0 | 11.0 | -8.5% | -2.3
COc1cc(C(=O)Nc2ccccc2C(=O)Nc2ccccn2)cc(OC)c1OC | -0.9% | -17.9% | ? | -21.7% | -2.7% | 1.0 | 2.0 | -2.4% | -2.7
O=C(CSc1nncs1)N1CCN(C(=O)c2ccco2)CC1 | 15.7% | -17.6% | -6.3% | -5.8% | 2.2% | -1.6 | 10.4 | -3.0% | -6.2
CCn1cc(C(=O)Nc2sc(C)c(C)c2C(=O)OC)cn1 | -30.9% | ? | -25.0% | 2.7% | 1.8% | · | · | -1.5% | -9.1
CCCN(CCC)C(=O)CSc1nnc2cc(C)c3ccccc3n12 | 3.6% | 0.9% | 12.2% | -0.4% | 0.3% | -0.5 | · | -1.0% | -0.4
COC(=O)c1ccc(N2CCN(S(=O)(=O)c3ccc4ccccc4c3)CC2)c([N+](=O)[O-])c1 | 46.8% | 0.5% | -12.2% | 3.4% | -8.9% | -0.1 | 0.1 | 1.4% | -9.3
Cc1ccc(/C=C2/SC(=S)N(CCC(=O)NCCCN3CCOCC3)C2=O)cc1 | 2.3% | -4.7% | ? | -6.1% | 37.1%[activator] | -0.2 | -8.8 | -0.1% | -3.4
COc1cc2c(cc1OC)C(c1cccc(Cl)c1Cl)CC(=O)N2 (centres undefined) | -7.6% | 0.0% | 10.5% | -6.7% | 9.6% | 0.0 | 6.6 | -5.2% | -2.0
Cc1nn(C(C)C)c(C)c1CN1CCC(C(=O)Nc2cccc(-c3cccc(F)c3)c2)CC1 | 13.3% | -8.7% | 27.3% | 6.2% | 5.7% | 2.4 | -13.4 | -3.9% | 0.0
CCCCN(C(=O)c1ccc(N(C)S(=O)(=O)c2ccc(C)cc2)cc1)c1c(N)n(CCC)c(=O)[nH]c1=O | -6.4% | -3.0% | -6.8% | 1.5% | -0.3% | 0.6 | -24.5 | -2.6% | 0.8
COc1ccc(CNCC(O)COCc2cccs2)cc1 (centres undefined) | 16.4% | 0.4% | ? | 0.4% | -6.6% | -0.6 | 4.0 | -4.7% | -7.5
CCc1ccc(NC(=O)Nc2cn(C)c(=O)c3ccccc23)cc1 | -16.7% | -9.8% | -14.3% | 0.4% | 7.9% | -0.8 | · | -0.1% | 8.0
Cc1cc(N/N=C/c2ccccc2O)c2ccccc2n1 | -9.0% | -17.1% | ? | 2.1% | -7.8% | 0.1 | -0.6 | -2.9% | 0.1
COc1cc2c(cc1OC)C(c1ccc(F)cc1)N(c1ccccc1)C(=O)C2 (centres undefined) | 20.8% | 1.2% | -8.1% | -1.4% | -1.6% | · | · | -1.3% | -9.7

Only part of the results is shown; count on the stated rates, not on these rows.
